Bioassay records: PubChem BioAssay, National Center for Advancing Translational Sciences (NCATS)
TDP1 inh – qHTS Assay for Inhibitors of Tyrosyl-DNA Phosphodiesterase (TDP1); Potency, µM (titrated, usually from 130 µM), without a hit: at the highest dose activity change, negative = inhibition, hits mostly inhibitors; Tyrosyl-DNA phosphodiesterase 1 (Homo sapiens), Q9NUW8; AID 485290, 2010; 0.28% of 350,000 active; recombinant TDP1, AlphaScreen DNA substrate cleavage; note: nearly all actives have a fitted effect of over 40% in size
Target sequence (Q9NUW8 whole entry, looked up): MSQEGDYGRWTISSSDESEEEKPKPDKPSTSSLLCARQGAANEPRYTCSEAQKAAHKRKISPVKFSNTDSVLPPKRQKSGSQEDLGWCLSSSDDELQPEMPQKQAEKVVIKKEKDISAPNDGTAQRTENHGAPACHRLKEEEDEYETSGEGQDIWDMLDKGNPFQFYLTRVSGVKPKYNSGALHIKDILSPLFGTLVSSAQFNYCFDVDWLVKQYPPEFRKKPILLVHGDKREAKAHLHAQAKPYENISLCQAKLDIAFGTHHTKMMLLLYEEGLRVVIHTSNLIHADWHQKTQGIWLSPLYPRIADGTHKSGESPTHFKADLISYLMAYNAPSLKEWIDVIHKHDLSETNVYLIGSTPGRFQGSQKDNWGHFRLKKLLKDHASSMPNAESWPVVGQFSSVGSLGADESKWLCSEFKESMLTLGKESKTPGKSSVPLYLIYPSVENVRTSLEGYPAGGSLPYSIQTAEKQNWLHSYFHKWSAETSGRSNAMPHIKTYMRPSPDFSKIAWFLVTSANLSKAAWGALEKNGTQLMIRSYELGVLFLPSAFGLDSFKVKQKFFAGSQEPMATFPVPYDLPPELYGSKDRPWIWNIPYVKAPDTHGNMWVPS
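Steps: enzyme plus compound, 15 min RT; add biotin/phosphotyrosine-FITC oligonucleotide (15 nM final), react 5 min; add donor/acceptor beads (10 ug/ml final), 10 min; read AlphaScreen. Tdp1 at 1 nM final.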
GCN5L2 inh – qHTS Assay for Inhibitors of GCN5L2. 0.21% of 390,000 active. GCN5L2 HAT assay, ThioGlo1 CoA-SH fluorescence. Potency, µM (top dose mostly 58.9 µM), for inactives: at the top dose activity change, negative = inhibition, usual class: inhibitors
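Enzyme at 20nM final was mixed with library compounds for 15 min at room temperature. Peptide H3(1-25) at 75uM, acetyl-CoA at 70uM and ThioGlo1 at 50uM were then added. Plates were read immediately and after 20 min (Ex340nm/Em540nm).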
DT40 TDP1 no CPT – qHTS for Inhibitors of human tyrosyl-DNA phosphodiesterase 1 (TDP1): qHTS in cells in absence of CPT. DT40 Tdp1-/- hTDP1 cells, no CPT, ATP luminescence, 48 h. Potency, µM (titrated, usually from 46.2 µM), without a hit: top-dose activity change, negative = growth inhibition, most hits filed as inhibitors. 15% of 420,000 active; note: nearly all actives have a fitted effect of over 55% in size
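Chicken DT40 Tdp1-/- cells stably complemented with human TDP1 were seeded at 400 cells/well with DMSO in place of 20 nM camptothecin. After compound pinning, cells grew at least 48 hr at 37 °C; viability read by CellTiter-Glo luminescence.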
An asterisk follows results filed as active; ? = inconclusive; nt = no result given; & = joins results of further samples; [ ] = dose if it differs, or a comment. Calls come from the whole dose curve; as a rule, active = well fitted curve in the direction sought with a large enough effect; inconclusive = small, poorly fitted or top-dose-only effect, or another doubt; inactive = no such curve, though single readings can be large; an effect the other way counts as inactive or inconclusive. % is set by controls: 0 for no effect and ±100 for the full control effect; potency is the fitted concentration of half-maximal effect.

SMILES | TDP1 inh | GCN5L2 inh | DT40 TDP1 no CPT
COCCn1c(SCC(=O)NC2CC2)nc2ccccc21 | 1.0%[56.1 µM] | -3.5% | 2.6%
Cc1ccc(-c2csc(NC(=O)CCNC(=O)c3ccccc3Cl)n2)cc1 | 5.5% | -9.7% | ?
Cc1c(C(=O)N2CCN(Cc3ccccc3)CC2)sc2ncnc(N3CCOCC3)c12 | 5.3% | -0.2% | -18.2%
CC1=NN(C(C)C)C(=O)C1 | 0.0% | -8.0% | -12.2%
O=C(Nc1ccon1)c1ccc(S(=O)(=O)N2CCCCCC2)cc1 | 5.2% | -1.9% | -9.2%
COc1ccc(-n2c(=O)c3ccccc3n(Cc3ccccc3F)c2=O)cc1OC | 4.9% | -1.1% | ?
Cc1cc(C(=O)Nc2ccc3[nH]ccc3c2)no1 | 0.0% | -0.6% | -0.9%
Cn1c(=O)c2c(SCc3cccnc3)nc(C3CC3)nc2n(C)c1=O | 7.8% | -8.7% | ?
COc1ccc(-c2noc(C3CCCN(C(=O)CCc4ccccc4)C3)n2)cc1 (centres undefined) | 2.1% | -11.1% | ?
CC(C)c1ccc(/C=N/NC(=O)c2ccccn2)cc1 | 3.7% | -12.1% | -11.1%
CCN(C(=O)COC(=O)c1nccnc1N)c1cccc2ccccc12 | 0.9% | -2.0% | -21.4%
Cc1sc(NC(=O)c2sc3nc4c(C)cccc4cc3c2N)c(C#N)c1C | 2.9% | -26.5% | 14.6µM*
CCOC(=O)Cc1csc(CC(N)=O)n1 | 5.6% | -3.2% | -7.8%
O=C(CSc1n[nH]c(=O)n1C1CC1)Nc1ccc(F)c(Cl)c1 | 0.8% | -1.8% | -3.3%
O=C(Nc1cccc(C(=O)N2CCOCC2)c1)c1ccccc1 | 1.9% | -5.6% | -3.2%
O=C(CN1C(=O)C2C3CCC(C3)C2C1=O)NCc1ccco1 (centres undefined) | -2.6% | ? | 10.5%
Cn1c(SCc2nc(-c3ccc(Cl)cc3)no2)nnc1-c1cccs1 | -1.4% | 1.9% | 16.4µM*
Cc1cc(C(=O)NNC(=S)NC(C)c2ccccc2)cs1 (centres undefined) | -10.3% | -0.7% | ?
COc1cc(C(=S)N2CCCC2)ccc1OCc1ccc(C)cc1 | 6.7% | -2.9% | ?
COc1cccc(-c2nc(CS(=O)(=O)CC(=O)NCCCN3CCN(C)CC3)c(C)o2)c1 | 8.7%&-2.3% | -2.4%&-10.4% | 20.8%&-29.0%
COc1ccc(C(=O)n2cnc3ccccc32)cc1 | nt | -0.1% | 12.0%
CC/C(=N\NC(=O)CNC(=O)/C=C/c1ccco1)c1ccccc1 | -1.0% | -4.1% | -14.1%
COc1cccc(-c2ccc3c(N)c(C(=O)NC4CC4)sc3n2)c1 | 0.0% | -11.7% | ?
C=CCN(CC=C)CCOc1cccc(Oc2ccccc2)c1 | nt | 2.4% | ?
O=C(C(=O)N1CCN(c2ccc([N+](=O)[O-])cc2)CC1)c1cn(CC(=O)N2CCOCC2)c2ccccc12 | 4.7% | -25.1% | ?
CCCOc1ccc(C2C(C(=O)c3ccco3)=C(O)C(=O)N2CCCn2ccnc2)cc1 (centres undefined) | 5.9% | ? | 0.3%
c1ccc(C2CC(c3cccs3)n3nnnc3N2)cc1 (centres undefined) | 2.9% | -16.7% | -25.2%
CN(C(=O)c1ccc(NC(=O)C2CCN(C(=O)OC(C)(C)C)CC2)cc1)C1CCC1 | 2.4% | -4.1% | 18.4µM*
Cc1cc(=O)c(C(=O)OC(C)C(=O)NC(N)=O)nn1-c1ccc(Cl)cc1 (centres undefined) | 4.9% | -2.4% | 4.0%
CC(C)(C)C(=O)Nc1nc2ccc(S(C)(=O)=O)cc2s1 | 7.5% | -0.1% | -9.1%
CCOC(=O)c1c(S(=O)(=O)N2CCCC(C(=O)NCc3cccc(C)c3)C2)c(C)n(C)c1C (centres undefined) | -5.4% | 2.8% | -4.2%
COc1ccc(Cl)cc1NC(=O)C(=O)N/N=C/c1cc(C)n(-c2ccc(C)cc2)c1C | 4.5% | -11.8% | ?
CN1CCN(c2ccc(CNC(=O)c3ccc4c(c3)OCCO4)cc2)CC1 | 6.2% | 1.5% | 3.1%
Cc1ccc2[nH]c(C(=O)N/N=C/c3ccccc3C(=O)O)c(-c3ccccc3)c2c1 | nt | ? | 2.0%
C=CCc1cc(C)cc(C)c1OCCn1cncn1 | -1.2% | -4.1% | -12.7%
N#Cc1cc2c(nc1SCc1cccnc1)CCCCC2 | -1.0% | nt | -23.4%
CC1N=C2c3ccccc3N=C(SCc3cc(=O)n4cc(Cl)ccc4n3)N2C1=O (centres undefined) | 2.2% | -2.3% | -7.1%
O=C(NC1CCCCCC1)c1cccc(COCC(F)(F)F)c1 | -5.0% | 0.6% | -21.3%
COc1ccc(NC(=O)CSc2nc3[nH]c(=O)cc(O)c3s2)cc1OC | 1.2% | 0.7% | -20.4%
CCCC(=O)NCc1nc2ccccc2n1C | 2.3% | 0.6% | -2.2%
COCCNC(=O)c1cc2cc(Br)cc(Br)c2oc1=O | 7.5% | ? | 0.3%
CCOC(=O)c1c(C)[nH]c(C)c1C(=O)COC(=O)/C=C/c1ccc(OC(F)F)cc1 | 2.7% | -10.6% | ?
O=C(NC1CCCC1)C(=O)N(Cc1cccnc1)C(C(=O)NCc1ccco1)c1ccccc1F (centres undefined) | 1.2% | -2.5% | 6.4%
c1cnc(-c2nnc3n2CCCCC3)cn1 | -2.1% | -7.8% | -20.1%
COc1ccc(/C=C/C(=O)N[C@@H](C)C(=O)O)cc1 | 4.3% | 0.6% | -1.1%
Cc1ccc(Nc2nnc(-c3ccc(C)c(S(=O)(=O)N4CCCCC4)c3)c3ccccc23)cc1 | -2.9%[2.28 µM] | 0.0% | ?
O=C(Cn1nc(C(F)(F)F)c2c1CCC2)Nc1ccccc1C(F)(F)F | -9.8% | -1.2% | -5.7%
CC12CCC(C(=O)NCCc3ccccc3)(OC1=O)C2(C)C (centres undefined) | 2.7% | -0.5% | 14.6%
Cc1ccc(NC(=O)CCCn2nc(C)c3sc4ccccc4c3c2=O)c(Cl)c1 | -2.9% | -10.3% | -4.1%
Cc1cc(N2CCCC2)nc2c(C)cccc12 | -8.1% | -5.3% | -17.1%

New compounds follow.
SMILES | TDP1 inh | GCN5L2 inh | DT40 TDP1 no CPT
Cc1nn(C)cc1C1C(C#N)=C(N)N(c2cccnc2)C2=C1C(=O)CCC2 (centres undefined) | 3.2% | -0.7% | 4.6%
CN1C(=O)/C(=C/c2ccc(OCc3ccc(F)cc3)cc2)NC1=S | nt | 22.7% | ?
C=CCn1c(C)csc1=Nc1ccc(C(C)=O)cc1 | 5.1% | -2.0% | -15.6%
Clc1cccc(CSc2nnc(-c3ccccn3)n2Cc2ccco2)c1 | -1.9% | -7.4% | 16.4µM*
COc1ccccc1N1CCN(C(=O)c2ccccc2SCC(=O)N2CCCC2)CC1 | 2.9% | -6.0% | ?
N#CCCCCN1c2cccc3cccc(c23)S1(=O)=O | -2.6% | -1.5% | -16.7%
CCOC(=O)c1c(S(=O)(=O)N2CCCC2)c(C)n(C)c1C | 4.5% | -5.8% | -17.6%
O=C(OCN1C(=O)c2ccccc2C1=O)c1ccco1 | 2.1% | -8.5% | -1.9%
Cc1ccccc1C(=O)Nc1ccc(S(=O)(=O)N2CCN(C)CC2)cc1 | 2.1% | -2.2% | -13.1%
O=C(CSC1CC(=O)N(CCc2ccccc2)C1=O)Nc1cccc(Cl)c1 (centres undefined) | -3.4% | -3.6% | -28.8%
COc1ccc(CN(C)C(=O)c2cc(-c3ccccc3)nc3ccc(C)cc23)c(OC)c1OC | 3.4% | -6.6% | 16.4µM*
Cc1cc(C)c(S(=O)(=O)N2CCCOC2CNC(=O)C(=O)NCc2ccccn2)c(C)c1 (centres undefined) | 5.0% | -7.1% | -2.7%
Nc1nc(-c2ccccc2)c(-c2ccccc2)s1 | 9.0% | -8.6% | -13.8%
Cc1nnc(SCC(=O)NC2CCCCC2)n1C1CCCCC1 | 0.0% | -1.6% | 15.7%
Cc1nnc(SC(C)C(=O)NC2CCCc3ccccc32)n1-c1ccccc1 (centres undefined) | 0.0% | -12.5% | -11.9%
O=C(O)CCS(=O)(=O)c1cc(Br)cc2c1N(C(=O)C1CC1)CC2 | -5.9% | -19.3% | 8.3%
CCN(CCS(=O)(=O)c1ccc(Cl)cc1)C(=O)Nc1ccccc1 | 4.1% | 2.0% | -9.2%
CN(C)C(=O)c1c(NC(=O)c2ccco2)sc2c1CCCCC2 | 6.2% | -5.0% | -4.8%
O=C(COC(=O)CNC(=O)C1CCCCC1)Nc1cccc(F)c1 | 0.5% | -4.2% | 10.7%
O=[N+]([O-])c1cccc(C2=NCCC(c3ccccc3)O2)c1 (centres undefined) | 5.5% | -4.1% | -8.3%
CC(=O)NCCC(=O)Nc1ncc(S(=O)(=O)c2ccc([N+](=O)[O-])cc2)s1 | nt | -2.0% | -17.3%
Cn1c(SCC(=O)c2ccccc2)nnc1-c1ccc(O)cc1 | -5.9% | -1.0% | ?
COc1cccc(OCC(O)CN2CCN(c3ccccc3)CC2)c1 (centres undefined) | 5.0% | -24.6%&-20.5% | 24.3%&-15.0%
CCCCN(Cc1cccs1)S(=O)(=O)c1ccc(-c2ccc(=O)[nH]n2)s1 | 0.1% | -4.2% | -0.4%
O=C(c1ccc2ccccc2c1)N1CCc2ccccc21 | -17.5% | -7.2% | -10.8%
CCOc1ccc(NC(=O)CCN2CCN(C)CC2)cc1 | 4.4% | 2.0% | 1.4%
COc1ccc(-n2c(/C=C/c3c(C)[nH]c4ccccc34)nc3ccccc3c2=O)cc1 | -14.5%[12.3 µM] | -1.0% | ?
CCOC(=O)c1c(C)[nH]c2c1-c1ccccc1C(=O)C2=O | 1.8% | 0.3% | 0.651µM*
COc1cc2c(cc1OC)C(C)N(C(C)=O)CC2 (centres undefined) | 0.0% | 2.2% | 1.1%
CC(=O)N1CCc2cc(Br)cc(S(=O)(=O)N3CCC(C(=O)O)CC3)c21 | -10.1% | -2.7% | -14.9%
Cc1c(N=C2NN=C(c3ccc(Cl)cc3)CS2)c(=O)n(-c2ccccc2)n1C | 3.4% | -2.5% | ?
Cc1cc(/C=C(\C#N)C(=O)Nc2ccc(Cl)cc2)c(C)n1-c1ccc(N2CCOCC2)c([N+](=O)[O-])c1 | 5.6% | -3.7% | 7.31µM*
CN(CCOc1ccccc1)CC(=O)Nc1cccc(C#N)c1 | -8.8% | 2.4% | -9.8%
CCOCCCNC(=O)c1cn(CC(C)C)c(=O)c2c1c1ccccc1n2C | 5.5% | -5.1%&-5.4% | ?
CSCc1ccc(C(=O)NCc2ccccc2)cc1 | 2.7% | -5.4% | ?
CC(=O)c1ccc(OCC(=O)OCC(=O)N(CC(C)C)c2c(N)n(Cc3ccccc3)c(=O)[nH]c2=O)cc1 | -3.6% | -1.9% | -2.0%
CCOC(=O)c1[nH]c2ccccc2c1NC(=O)c1ccc(Br)cc1 | 0.0% | 1.4% | -22.6%
COc1ccc(CNC(=O)C(=O)NCCC2CCCCN2S(=O)(=O)c2ccccc2)cc1 (centres undefined) | nt | 2.3% | ?

In the list so far, these contain an aryl thioether with sulfur outside any ring:
SMILES | TDP1 inh | GCN5L2 inh | DT40 TDP1 no CPT
COCCn1c(SCC(=O)NC2CC2)nc2ccccc21 | 1.0%[56.1 µM] | -3.5% | 2.6%
Cn1c(=O)c2c(SCc3cccnc3)nc(C3CC3)nc2n(C)c1=O | 7.8% | -8.7% | ?
O=C(CSc1n[nH]c(=O)n1C1CC1)Nc1ccc(F)c(Cl)c1 | 0.8% | -1.8% | -3.3%
Cn1c(SCc2nc(-c3ccc(Cl)cc3)no2)nnc1-c1cccs1 | -1.4% | 1.9% | 16.4µM*
N#Cc1cc2c(nc1SCc1cccnc1)CCCCC2 | -1.0% | nt | -23.4%
COc1ccc(NC(=O)CSc2nc3[nH]c(=O)cc(O)c3s2)cc1OC | 1.2% | 0.7% | -20.4%
Clc1cccc(CSc2nnc(-c3ccccn3)n2Cc2ccco2)c1 | -1.9% | -7.4% | 16.4µM*
COc1ccccc1N1CCN(C(=O)c2ccccc2SCC(=O)N2CCCC2)CC1 | 2.9% | -6.0% | ?
Cc1nnc(SCC(=O)NC2CCCCC2)n1C1CCCCC1 | 0.0% | -1.6% | 15.7%
Cc1nnc(SC(C)C(=O)NC2CCCc3ccccc32)n1-c1ccccc1 (centres undefined) | 0.0% | -12.5% | -11.9%
Cn1c(SCC(=O)c2ccccc2)nnc1-c1ccc(O)cc1 | -5.9% | -1.0% | ?

Some of the compounds tested; rates above refer to the full screens.
